a7 integrin act: integrin-mediated muscular dystrophy alleviation activation. Potency, µM (doses to about 38.3 µM), for inactives: at the top dose activation, hits mostly activators. alpha7betagal myoblasts, beta-gal FDG fluorescence, 48 h. AID 624291. actives 0.064% (n = 350,000);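 also: potency is read from the fitted curve at half-maximal effect; 100% = response of the positive control SU9516; nearly all actives have a fitted effect of over 60% in size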
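Alpha7betagal+/- myoblasts (passage 13) were plated 16-24 hr, then exposed to compounds (1:260 dilution of DMSO stock) for 48 hours at 37C. After MPER lysis, β-galactosidase reporter activity was read as FDG fluorescence (ex 480/em 540) after 30 minutes.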
BRCA1 expr act: BRCA1 expression activation; MCF7-BRCA1-FFLuc reporter, luminescence, 48 h; response scale: scaled: vehicle 0%, 10 µM genistein 100%; Potency, µM (doses to about 46.1 µM), for the others: top-dose activation, hits mostly activators; actives 1.1% (n = 380,000); AID 624202; also: potency is read from the fitted curve at half-maximal effect; nearly all actives have a fitted effect of over 80% in size; some results filed as inactive show a strong effect at the top dose
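Using MCF7 cells harboring a BRCA1 firefly luciferase reporter, plated 2 h before compound pinning, the screen measured luminescence after 48 h incubation. Responses were normalized to DMSO and 10 microM genistein, then fitted for concentration-effect.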
A-T KAP1 phos: potential ataxia-telangiectasia treatment; […] A-T fibroblasts, KAP-1 phosphorylation AlphaLISA; neocarzinostatin DNA damage 30 min before lysis; actives 0.19% (n = 320,000); Potency, µM (highest dose often 57.5 µM), without a hit: at the highest dose activation, usual class: activators; AID 485349; also: potency is read from the fitted curve at half-maximal effect; % of control where 0% means no effect; nearly all actives have a fitted effect of over 45% in size
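hTERT-immortalized A-T patient fibroblasts ([…]), 500 cells/well in OPTI-MEM, 1% FBS, got compounds for 60 min, then NCS for 30 min at 37C. Lysates were then assayed for phospho-KAP-1 by AlphaLISA (anti-pKAP1 donor, anti-KAP1 acceptor beads), 6 hr at 25C.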
p53 reactivation: restores transcriptional activity of mutant p53 | Potency, µM (doses to about 92.2 µM), for inactives: top-dose activity change, positive = activation, hits mostly activators | H1299 p53-A138V BP100-luciferase reporter, luminescence, 24 h | actives 0.063% (n = 320,000); also: potency is read from the fitted curve at half-maximal effect; % of control where 0% means no effect; nearly all actives have a fitted effect of over 45% in size
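p53-null H1299 cells stably carrying temperature-sensitive p53-A138V and a BP100-luciferase reporter were pinned with compounds (4-point, 1:5 series) and held 24 hrs at 37 deg C. Luminescence was read 10 min after detection reagent.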
ELG1 repair inh: blocks ELG1-dependent DNA repair in HEK293T cells. HEK293T ELG1-luciferase reporter, luminescence, 16 h; DNA damage induced by 5-fluorouridine. Potency, µM (highest dose often 46.1 µM), for the others: top-dose activity change, negative = inhibition, most hits filed as inhibitors. actives 2.3% (n = 330,000). AID 504467; also: potency is read from the fitted curve at half-maximal effect; % is scaled to controls: 0 for no effect and ±100 for the full control effect; nearly all actives have a fitted effect of over 55% in size
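Cells (2,000 per well) received 5-fluorouridine plus test compound or DMSO and were incubated 16 hr at 37 °C, 5% CO2. Luciferase activity was read by luminescence 30 min after ONE-Glo addition; signal suppression marked inhibition of damage-induced ELG1 function.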
TCR act: activates T cell receptor signaling; primary human leukocytes, anti-CD3, IL-2 HTRF, 48 h; Potency, µM (top dose mostly 9.22 µM), for the others: top-dose activation of IL-2 secretion, hits mostly activators; 330,000 tested, under 10 active; AID 504894; also: % of control where 0% means no effect
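Primary human leukocytes receive a-CD3 beads and test compound and are incubated 48 hr. Secreted IL-2 is then assayed by HTRF, measuring 665nm acceptor emission after 320nm excitation of the europium donor.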
TRPV1 agonist: agonists of human vanilloid receptor 1 (TRPV1); activation, % at 8.33 µM; Q8NER1; TRPV1-expressing cells, Fluo-8 calcium influx, agonist mode; actives 0.19% (n = 320,000); in the data active = activation above about 80%; inconclusive = between about 30% and that limit; also: 0% is about no effect
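TRPV1-expressing cells were cultured overnight at 35.5C and loaded with Fluo-8 calcium dye for 40 to 90 min at room temperature. After a 10 s baseline, compound was added and calcium influx was read kinetically for 3 min (ex 480/em 520 nm).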
PTAP TSG101 blk: blocks PTAP/TSG101 interaction to inhibit HIV-1 budding; AID 493005; Potency, µM (top dose mostly 115 µM), for inactives: top-dose activity change, negative = inhibition, hits mostly inhibitors; Q99816; 340,000 tested, under 10 active; Fluorescence polarization, FITC-PTAP peptide / Tsg101 binding; active = well fitted inhibition curve with a large enough effect in the main read-out, with a control signal flat, not every such curve was filed as active; inconclusive = small, poorly fitted or top-dose-only effect, or effect the other way, or a change in a side signal; inactive = no such curve, though single readings can be large or run the other way; also: potency is read from the fitted curve at half-maximal effect; % of control where 0% means no effect
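Fluorescence anisotropy tracks displacement of a FITC-tagged PTAP peptide (50 nM) from the Tsg101 binding domain (10 uM), following a 20 min room-temperature incubation at pH 7.5.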
CXXC DNA block: blocks binding of human MLL CXXC domain to DNA; Potency, µM (series often up to 115 µM), for inactives: top-dose activity change, negative = inhibition, most hits filed as inhibitors; actives 0.037% (n = 290,000); Q03164; MLL-CXXC / FITC-HOXA9 DNA fluorescence polarization; active = well fitted inhibition curve with a large enough effect in the polarisation, with a control signal flat, not every such curve was filed as active; inconclusive = small, poorly fitted or top-dose-only effect, or effect the other way, or a change in a side signal; inactive = no such curve, though single readings can be large or run the other way; the % refers to the polarisation; also: potency is read from the fitted curve at half-maximal effect
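Steps: dispense CXXC domain solution (7 uM) → pin compounds or unlabeled HOX-A9 DNA control → 5 min ambient → add FLSN-HOX-A9 solution (50 nM) → spin → 30 min ambient → fluorescence polarization. Tris pH 7.5/NaCl/DTT/BSA buffer.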
B2AR arrestin: beta2AR (human) beta-arrestin recruitment activity; P07550; beta-arrestin recruitment to beta2AR, cell-based reporter; AID 492947; actives 0.02% (n = 330,000); Potency, µM (highest dose often 46.1 µM), for inactives: at the highest dose activation, hits mostly activators;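 also: potency is read from the fitted curve at half-maximal effect; 0% = DMSO controls and full agonism = EC100 isoproterenol or metaproterenol; nearly all actives have a fitted effect of over 65% in size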
* hit, by the source's call; ? = inconclusive; nt = no result given; & = joins results of further samples; [ ] = another dose, or the depositor's remark. Unless noted, calls follow the shape of the dose curve; as a rule, active = well fitted curve in the direction sought with a large enough effect; inconclusive = small, poorly fitted or top-dose-only effect, or another doubt; inactive = no such curve, though single readings can be large; an effect the other way counts as inactive or inconclusive.

SMILES	a7 integrin act	BRCA1 expr act	A-T KAP1 phos	p53 reactivation	ELG1 repair inh	TCR act	TRPV1 agonist	PTAP TSG101 blk	CXXC DNA block	B2AR arrestin
Cc1cc(CN(C)C(=O)C2CCC(=O)N(CCc3ccccc3)C2)n[nH]1 (centres undefined)	13%	-9%	4%	1%	6%	-1%	-1	-1%	7%	-1.0%
Cc1cc(NS(=O)(=O)c2ccc(NC(=S)NC(=O)c3ccc(F)cc3Cl)cc2)no1	29%	-17%	5%	-9%	-14%	7%[46.1 µM]	0	-4%	5%	1.9%
O=c1cc(O)nc(SCc2ccccc2)n1-c1ccccc1	0%[7.66 µM]	-1%&10%	2%&-5%	1%&-4%	7%&8%	-6%	-7&-6	-5%&-3%	-11%&1%	-0.2%&-0.2%
COc1ccc(S(=O)(=O)NCCC(=O)Nc2ccc(C)cc2)cc1	6%	-17%	0%	-3%	2%	1%	5	1%	4%	-0.5%
CC(=O)c1cccc(OCC(O)CN2CCN(C(=O)c3ccco3)CC2)c1 (centres undefined)	4%	0%	4%	4%	10%	-5%	-1	-8%	-6%	-0.2%
CCN(CC)C(=O)C1CCCN(Cc2cccc(F)c2)C1 (centres undefined)	12%	-2%	8%	-3%	1%	0%	1	-3%	0%	0.2%
Cc1ccc2nc(-c3ccccn3)c(NC3CCCC3)n2c1	-48%[inhibitor]	-44%	-1%	-3%	?	-6%	0	-5%	4%	-0.1%
CC1CCCCN1C(=O)COc1ccccc1F (centres undefined)	3%	11%	0%[11.5 µM]	-2%	21%	4%	0	-1%	7%	0.5%
Cc1cc2nc(-c3cc(N4CCOCC4)ccc3[N+](=O)[O-])ccn2n1	6%	-2%	-4%	-2%	-13%	5%	-3	0%	-3%	0.2%
CCN(C(=O)CSc1nnc(-c2ccccc2)n1C)C1CCS(=O)(=O)C1 (centres undefined)	11%	2%	2%	-3%	19%	1%	3	-3%	-3%	-0.3%
O=C(Nc1nnc(C2CC2)s1)C1CCCCC1	-18%	39%	1%	11%	?	2%	6	-6%	nt	-0.2%
Cc1c(N=Cc2ccc(Br)s2)cccc1[N+](=O)[O-]	9%	3%	-13%	-2%	19%	-1%	5	-3%	4%	-0.5%
CCN(c1ccccc1)S(=O)(=O)c1ccc(Cl)c(NC(=O)COC(=O)c2ccc(Cl)c(N)c2)c1	17%	-8%	3%	-6%	-19%	-10%[46.1 µM]	-8	-6%	-7%	-0.3%
CCOC(=O)c1c(C)nc2cc(C)cc(C)n12	8%	39%	0%	9%	?	-1%	9	-4%	?	-0.2%
COc1ccc(NC(=O)CCNS(=O)(=O)c2cccc3nonc23)c(OC)c1	0%	-1%&-22%	1%	-1%	1%	-5%	1	-2%	5%	0.0%
COc1ccc(CC2(C)OC(c3ccc(Cl)cc3)=NN2C(C)=O)cc1 (centres undefined)	11%	-43%	1%	3%	6%	1%[46.1 µM]	13	0%	-9%	-1.0%
CCCCn1c(N)c(N(CC(C)C)C(=O)c2cccc(S(=O)(=O)N3CCCCCC3)c2)c(=O)[nH]c1=O	25%	0%	9%	6%	-11%	-1%	-2	-1%	-7%	-0.8%
CCN1C(=O)c2cccc3c(Cl)ccc(c23)C1=O	23%	18%	1%	-9%	8%	-9%	2	0%	1%	-0.2%
COc1ccc(CCNC(=O)C(C)n2nc(C)n3c(cc4occc43)c2=O)cc1OC (centres undefined)	6%	1%	17%	-3%	14%	-2%	-2	-1%	-4%	0.1%
COc1cc(-c2nnc3sc(-c4cccs4)nn23)cc(OC)c1OC	18%	-47%	-3%	-2%	?	3%	2	-2%	-6%	-0.2%
CCc1ccc(Nc2ncccc2C#N)cc1	-11%	-29%	2%	8%	?	-1%	21	-3%	-5%	0.3%
CCOC(=O)Cc1csc(NC(=O)Nc2cccc(OC)c2)n1	-28%	-3%	6%	-2%	-20%	2%	-7	-2%	-5%	5.1%
COc1ccc(CCn2c(C3CCCCC3)nc3c(c(=O)c4ccccc4n3C)c2=O)cc1	-28%	-59%	-3%	-3%	16µM*	1%	7	5%	21%	0.0%
O=C(c1ccc(N2CCCCC2)c([N+](=O)[O-])c1)N(Cc1ccccc1)c1ccccn1	-10%	-47%	2%	-1%	-24%	-2%	12	-5%	1%	0.1%
CCOC(=O)C1CCCCN1Cc1ccc(F)cc1 (centres undefined)	0%	-2%	nt	1%	10%	3%	2	0%	4%	0.2%
CC(C)(C)NC(=O)c1cc(F)c(F)cc1Cl	2%	-14%	0%	-1%	13%	-26%	0	-3%	7%	-0.3%
O=C(NCCN1CCN(c2ccccc2)CC1)C1CCN(S(=O)(=O)N2CCOCC2)CC1	1%	-8%	2%	2%	-6%	5%	-3	0%	6%	0.0%
C=CCC[C@@H](Cc1ccc(F)cc1)C(=O)OC[C@H](C)NC(=O)[C@@H](CC=C)CC(=O)N[C@@H](CO)Cc1ccccc1	26%	-27%	-19%	9%	?	-4%	nt	0%	nt	-0.1%
CN(Cc1ccccn1)C(=O)CC1C(=O)NCCN1Cc1ccc(F)cc1Cl (centres undefined)	-35%	5%	0%	9%	?	-1%	-3	-7%	-9%	0.2%
O=C(COC(=O)/C=C/c1ccc(C(F)(F)F)cc1)Nc1ccc2[nH]c(=O)[nH]c2c1	22%	5%	-2%	5%	16%	9%	0	2%	nt	0.7%
O=c1cc(NCc2ccco2)[nH]c(=O)n1-c1ccc(Br)cc1	32%	0%	-2%	5%	-3%	-3%[46.1 µM]	1	-11%	-4%	-1.1%
O=C(Cc1ccc(Cl)cc1)Nc1ccc(SC(F)F)cc1	-11%	-76%[inhibitor]	-7%	?	?	1%[46.1 µM]	29	-1%	3%	-0.4%
CN1CCN(S(=O)(=O)c2ccc(NC(=O)COc3ccccc3)cc2)CC1	-23%	2%	-5%	-2%	-11%	-7%	-1	0%	24%	0.0%
COc1ccc(-c2[nH]ncc2/C=N\NC(=O)c2ccc(Br)o2)cc1OC	5%	-15%	7%	-5%	-3%	3%	-1	-8%	7%	0.3%
CCCN(CC(=O)Nc1ccccc1C)C(=O)c1ccc(-c2ccc(C(C)=O)cc2)o1	22%	-16%	-4%	-2%	?	1%	-3	2%	nt	-0.5%
COc1cc2c(cc1NC(=O)C(c1ccccc1)c1ccccc1)CCCC2	-3%	-7%	4%	9%	0%	-1%	?	-1%	3%	-0.1%
Cc1ccc(C(=O)Nc2ccc3cn[nH]c3c2)cc1S(=O)(=O)N1CCOCC1	5%	41%	-1%	-1%	20%	0%	92*	1%	13%	-1.2%
CC(C)COc1cccc(C(=O)N(C)CC(=O)Nc2cccc3ccccc23)c1	-12%	-36%	15%	-12%	-24%	-4%[46.1 µM]	nt	2%	nt	-0.1%
O=C(O)c1cccc(-c2ccc3c(c2)OCO3)c1	0%	21%	nt	nt	20%	4%	2	-6%	23%	0.3%
CC(=O)N1CCc2cc(S(=O)(=O)NCCC(=O)Nc3cc(C)cc(C)c3)ccc21	-2%	-9%	4%	9%	10%	6%	-2	-3%	1%	-0.1%
Nc1ncnc2c1ncn2[C@@H]1O[C@H](CNC(=O)[C@@H]2C[C@H](F)CN2)[C@@H](O)[C@H]1O	0%	8%	13%	3%	11%	-3%[46.1 µM]	nt	0%	nt	-0.3%
Cc1cccc(NC(=O)COc2ccc(Br)cc2C)n1	32%	-19%	9%	?	?	0%	?	-3%	16%	-0.3%
c1ccn2cc(-c3ccc4c(c3)OCO4)cc2c1	12%	27%	2%	14%	?	-2%	0	0%	-21%	0.3%
CN(C)S(=O)(=O)c1cccc(-c2nnc(SCCNCCO)n2-c2ccc(F)cc2)c1	12%	-3%	4%	-2%	9%	4%	-7	-5%	4%	3.7%
Cc1ccc(CN2CCNC(=O)C2CC(=O)N(C)CCc2ccccc2)cc1 (centres undefined)	-32%	0%	3%	-3%	1%	5%	0	-6%	-8%	-0.9%
O=C(c1ccco1)N1CCN(C(=O)c2cccc3c2C(=O)N(C2CCCCC2)C3)CC1	-10%	0%	-2%	-6%	-11%	7%	0	1%	7%	-0.3%
Cc1ccc(NC2c3ccccc3C(=O)N2c2cccnc2)cc1 (centres undefined)	-28%	-2%	-4%	-2%	5%	0%	4	-2%	6%	0.0%
CC1CC(C)CN(c2nc(NCc3ccco3)nc(N)c2[N+](=O)[O-])C1 (centres undefined)	37%	-44%	-1%	-12%	?	3%[46.1 µM]	-3	-3%	?	0.2%

Source: PubChem BioAssay (National Center for Advancing Translational Sciences (NCATS))
